# Assay outcomes from PubChem.
# GAA glycogen – GAA glycogen-cleavage inhibition or activation | AID 2100 | Potency, µM (top dose mostly 76.4 µM), inactives show at the top dose activity change, negative = inhibition, hits mostly inhibitors | recombinant GAA, glycogen substrate, Amplex Red glucose oxidase fluorescence | 0.38% of 300,000 active | P10253;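 further: 0% = full enzyme reaction and -100% = no-enzyme basal signal; the screen sought inhibitors and activators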
#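 Natural-substrate format: glycogen cleavage by 4 nM human enzyme, glucose read by Amplex Red coupling (Ex 573, Em 610 nm). Normalized to enzyme and no-enzyme controls.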
# HttQ103 aggreg – mutant huntingtin aggregation inhibition; PC12 HttQ103-GFP aggregates, Acumen cytometry, 40 h; Potency, µM (series often up to 46.1 µM), for inactives: at the top dose activity change, negative = inhibition, most hits filed as inhibitors; 1.1% of 220,000 active; AID 1688; further: on the % scale 0 is the no-effect control and ±100 the full control effect; nearly all actives have a fitted effect of over 60% in size
#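 Aggregates are detected as GFP objects 1–25 µm with signal 6 STDEV over background in lysates of induced PC12 cells. These carry Huntingtin exon 1 with 103 glutamines fused to GFP under an ecdysone promoter; compounds titrated.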
# RGS12 GoLoco inh – RGS12 GoLoco-Gai1 interaction inhibition. Gai1:RGS12 GoLoco peptide FP, rhodamine, 10 min. Potency, µM (series often up to 61.6 µM), for inactives: top-dose activity, negative = inhibition, most hits filed as inhibitors. 0.44% of 230,000 active. AID 880; active means well fitted inhibition curve with a large enough effect, not every such curve was filed as active; inactive means no such curve, though single readings can be large or run the other way; further: on the % scale 0 is the no-effect control and ±100 the full control effect; nearly all actives have a fitted effect of over 30% in size; many of its hits are not listed in these tables
# Target sequence (P63096 whole entry, looked up): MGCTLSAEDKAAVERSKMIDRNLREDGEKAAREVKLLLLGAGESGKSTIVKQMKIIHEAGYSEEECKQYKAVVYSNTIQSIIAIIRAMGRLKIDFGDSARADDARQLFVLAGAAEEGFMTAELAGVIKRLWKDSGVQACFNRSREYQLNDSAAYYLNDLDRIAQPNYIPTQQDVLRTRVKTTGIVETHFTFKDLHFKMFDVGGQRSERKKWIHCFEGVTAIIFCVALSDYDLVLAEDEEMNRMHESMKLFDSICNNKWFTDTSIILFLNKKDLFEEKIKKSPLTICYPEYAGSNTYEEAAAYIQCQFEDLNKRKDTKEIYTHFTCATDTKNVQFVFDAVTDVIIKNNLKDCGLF
# GAA inhib – inhibitors of human lysosomal alpha-glucosidase | P10253 | purified human GAA, 4-MU-alpha-glucoside fluorescence | Potency, µM (highest dose often 76.9 µM), without a hit: at the highest dose activity change, negative = inhibition, actives largely listed as inhibitors | 0.005% of 200,000 active | AID 1466;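 further: plate controls were uninhibited enzyme wells for no effect and no-enzyme background for full effect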
#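 Fluorogenic assay: 4 nM human alpha-glucosidase with 400 uM 4-methylumbelliferyl-alpha-D-pyranoside in 50 mM citrate/phosphate, 0.005% Tween-20, pH 5.0, 20 min at room temperature. Compounds tested up to 77 uM; AC50 from Hill fits.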
# HTT ATP protect – Huntington cell model cytoprotection by ATP luminescence. PC12 HTT-Q103 induced, cytoprotection, ATP luminescence, 40 h. Potency, µM (top dose mostly 56.4 µM), inactives show cytoprotection (ATP increase), usual class: activators. 0.14% of 230,000 active;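 further: % of control where 0% means no effect; nearly all actives have a fitted effect of over 45% in size; toxic huntingtin expression switched on by the ecdysone agonist tebufenozide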
#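 PC12 cells with ecdysone-inducible HTT exon 1 Q103-GFP, induced with 100 nM tebufenozide and co-treated with library compounds in a dose series (1536-well, 1500 cells/well). Cytoprotection read as ATP content by ATPlite luminescence.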
# IMPase Li inh – membrane-permeable IMPase blocker, potentiated with lithium; CHO-M1 cells, IP1 TR-FRET (IP-One), carbachol + lithium; Potency, µM (highest dose often 59.4 µM), inactives show at the top dose activity, negative = IMPase inhibition, hits mostly inhibitors; 0.35% of 210,000 active;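 further: IP1 builds up when IMPase is blocked and the TR-FRET signal falls; plate controls were basal vehicle for no effect and high inhibitor control for full effect; nearly all actives have a fitted effect of over 50% in size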
#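 Test compounds were applied to CHO-M1 cells previously cultured for 16–30 h at 2000 per well. A small lithium amount accompanied them; after 30 min at 37C, IP1 was quantified by TR-FRET.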
# aGlu spleen mod – inhibitors or activators of human alpha-glucosidase in spleen homogenate | 0.006% of 240,000 active | Potency, µM (top dose mostly 79.9 µM), without a hit: at the highest dose activity change, negative = inhibition, usual class: inhibitors | AID 2112 | human spleen homogenate, 4-MU-alpha-glucoside fluorescence;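 further: 0% = enzyme with vehicle and -100% = no enzyme basal signal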
#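 Human spleen homogenate (1 ug) incubated with compounds and 1 mM 4-methylumbelliferyl-alpha-D-glucopyranoside in pH 5.0 citrate/phosphate buffer, 37 C, 40 min. Stopped at pH 10; 4-MU fluorescence (Ex 365/Em 440 nm); AC50 by Hill fit.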
# An asterisk follows results filed as active; u = inconclusive; x = no result given; & = joins results of further samples; [ ] = remark or other dose. Unless noted, the call rests on the fitted dose curve; in most records, active means well fitted curve in the direction sought with a large enough effect; inconclusive means small, poorly fitted or top-dose-only effect, or another doubt; inactive means no such curve, though single readings can be large; an effect the other way counts as inactive or inconclusive. Potency means the concentration at half of the fitted maximal effect. Some of the compounds tested. The share of hits here may be higher or lower than overall.
SMILES,GAA glycogen,HttQ103 aggreg,RGS12 GoLoco inh,GAA inhib,HTT ATP protect,IMPase Li inh,aGlu spleen mod
NS(=O)(=O)c1ccc(NNC(=O)c2ccc(F)cc2F)cc1,u,-18%[9.22 µM],-1%,x,-9%[10 µM],x,4%
Cc1ccccc1Nc1nc(N)nc(CSc2nnnn2-c2ccccc2)n1,-1%,-11%,9%,-5%,-16%[10 µM],21%[38.3 µM],-4%
COC(=O)c1ccc(SCC(=O)NC2CCCCC2)c([N+](=O)[O-])c1,11%,-5%,-5%,6%,3%[10 µM],11µM*,-4%
CSC1=N/C(=C\c2cccc(F)c2)C(=O)S1,15%,4%,3%,u,-10%,-21%[38.3 µM],-5%
COc1cc(N/C=C(\C(C)=O)c2ccccc2)cc(OC)c1,5%,-5%,-3%,0%,28%[10 µM],33%[activator][38.3 µM],u
Cc1cc(OC(=O)C(C)(C)C)c([N+](=O)[O-])c(=O)[nH]1,10%,-18%,0%,-1%,-24%,-2%,8%
CCOC(=O)c1ccc(S(=O)(=O)Nc2ccccc2-c2nnn(CC)n2)cc1,-7%,-9%,4%,-1%,14%,15%[38.3 µM],6%
CC(C)CNC(=O)c1cc([N+](=O)[O-])ccc1N1CCCCC1,9%,17%,3%,-2%,19%[10 µM],12%,-7%
Nc1cccc(O)c1,x,x,-3%,x,-1%,-13%,10%
CN1C(C(=O)Nc2ccccn2)=C(O)c2ccccc2S1(=O)=O,-2%&-6%,14%,6%,4%&-9%[15.4 µM],-21%,1%&-4%&0%&5%&-1%&2%,-17%
C/C(Cl)=C\Cn1c(O)c(N=NC(N)=S)c2ccccc21,-21%,-20%[9.22 µM],5%,-4%,-45%[inhibitor][10 µM],17%,6%
COc1cc(-c2nnc(-c3cccs3)o2)cc(OC)c1OC,0%,18%,-6%,u,-9%,11%[38.3 µM],1%
Cn1cc(CNCc2ccc(-n3cccn3)cc2)c(-c2ccccc2F)n1,9%,3%[9.22 µM],10%,8%,11%[10 µM],8%,7%
Cc1ccc(NS(=O)(=O)c2ccc(OCC(=O)NCc3cccnc3)cc2)cc1,3%,u,-10%,-7%,x,2%,0%
Cc1ccc(CNC(=O)C2CC(c3cc(C(F)(F)F)cc(C(F)(F)F)c3)=NO2)o1 (stereo not drawn),-14%,-23%[9.22 µM],1%,x,-37%[10 µM],x,-8%
CC(Oc1ccc(Cl)cc1Cl)C(=O)Nc1cccnc1 (stereo not drawn),1%,-9%,8%,-4%,-10%[1.9 µM],6%,0%
Cc1c(N=C2NN=C(c3c[nH]c4ccccc34)CS2)c(=O)n(-c2ccccc2)n1C,u,11%[9.22 µM],9%,u,11%[10 µM],x,-1%
N#Cc1c(Nc2ccccc2)sc(C(=O)c2ccccc2)c1N,-24%,-5%,74%[activator],u,20%[10 µM],12%,-7%
CN1C(=O)C2(Oc3ccccc3C3CC(c4ccccc4)=NN32)c2ccccc21 (stereo not drawn),-3%,4%,10%,-12%,-71%[inhibitor],5%[38.3 µM],-6%
CCSc1nc2n(n1)C(c1cccc(F)c1)C1=C(CCCC1=O)N2 (stereo not drawn),3%,3%,x,u,-27%[0.074 µM],x,2%
CCN(CC)S(=O)(=O)c1cc(NC(=O)CSc2nc3c(cc2C#N)C(=O)CC(C)(C)C3)ccc1C,-11%,8%,5%,u,12%[10 µM],-16%,6%
CCOCCc1nnc(NC(=O)Cc2c(F)cccc2Cl)s1,-4%,u,5%,3%,16%,16%,-12%
Cc1nc2ncnn2c(C)c1CCC(=O)NCCCN1CCN(c2cccc(Cl)c2)CC1,2%,17%,9%,-7%,0%[1.9 µM],33%[activator][38.3 µM],1%
CCCC(=O)Nc1nc(-c2ccccc2)ns1,1%,5%,17%,1%,x,-6%,-10%
CCc1cccc(CC)c1N(COC)C(=O)Cn1c(C(C)O)nc2ccccc21 (stereo not drawn),6%,19%,3%,-2%,-9%[10 µM],1%[38.3 µM],-6%
COc1ccc(/C=N/Nc2cc(C)nc(N3CCOCC3)n2)c(OC)c1,-21%,-8%[9.22 µM],-1%,x,4%[10 µM],x,1%
Cc1cc(C2=NNC(=Nc3ccccc3)SC2)c(C)n1C,-14%,-8%,-9%,-9%,5%,0%,-7%
Nc1nc2ccccc2n1C(=O)c1cccs1,7%,-18%,11%,-4%,-147%[inhibitor],2%,-2%
Cc1cccc(N2CCN(Cc3ccoc3)CC2)c1C,-2%,3%[9.22 µM],5%,-1%,-11%,-1%[38.3 µM],-4%
O=c1cc(CN2CCN(S(=O)(=O)c3ccccc3)CC2)nc2sccn12,-7%,12%,-3%,-12%,-25%,6%,-3%

# Some of these compounds in order of molecular weight, falling:
SMILES,GAA glycogen,HttQ103 aggreg,RGS12 GoLoco inh,GAA inhib,HTT ATP protect,IMPase Li inh,aGlu spleen mod
NS(=O)(=O)c1ccc(NNC(=O)c2ccc(F)cc2F)cc1,u,-18%[9.22 µM],-1%,x,-9%[10 µM],x,4%
CCCC(=O)Nc1nc(-c2ccccc2)ns1,1%,5%,17%,1%,x,-6%,-10%
Nc1nc2ccccc2n1C(=O)c1cccs1,7%,-18%,11%,-4%,-147%[inhibitor],2%,-2%

# The listing continues.
SMILES,GAA glycogen,HttQ103 aggreg,RGS12 GoLoco inh,GAA inhib,HTT ATP protect,IMPase Li inh,aGlu spleen mod
FC(F)(F)c1cc(-c2ccccc2)nc2ncnn12,4%,16%,3%,-1%,-4%[10 µM],11%,7%
Cc1cc(C)nc(SCc2cn3c(C)cc(C)nc3n2)n1,6%,-7%[9.22 µM],3%,x,-7%[10 µM],x,0%
FC(F)Oc1ccccc1NC(=S)Nc1cccc(Cl)c1Cl,-12%,-1%,4%,4%,6%[10 µM],2%,5%
Cc1ccc(C2CC(=O)N3CN(Cc4ccco4)CSC3=C2C#N)cc1 (stereo not drawn),-6%,9%,-13%,-4%,6%,3%[38.3 µM],4%
O=C(C1=C[C@@H](c2ccccc2)C[C@@H](OCCCCO)O1)N1CCN(Cc2ccc3c(c2)OCO3)CC1,14%,-3%[9.22 µM],1%,x,10%[10 µM],1%,12%
O=C(NCc1cccs1)C1CCN(S(=O)(=O)c2cccs2)CC1,-3%,-3%,-8%,-7%,10%[10 µM],-7%,-2%
O=C(O)CSc1nnc(CSc2nc3ccccc3s2)n1-c1ccccc1,3%,-11%,6%,3%,-5%,-2%,-24%
COc1cc(C(=O)N2CCN(c3ccccc3)CC2)c([N+](=O)[O-])cc1OC,12%,x,12%,9%,x,0%,3%
c1ccc(-c2csc(-c3nc4ccccc4[nH]3)n2)cc1,x,x,8%,x,-102%[inhibitor][1.9 µM],-10%,25%
CC(C)(C)c1ccc(S(=O)(=O)N2CCCC2C(=O)N2CCOCC2)cc1 (stereo not drawn),1%,7%,14%,-1%,-18%,-14%,-1%
C[C@]1(C(=O)NCCN2CCOCC2)C=C[C@@H](Cc2ccccc2)N1C(=O)c1ccccc1,9%,-11%,2%&8%,5%,u,4%&7%,2%&-7%
Cc1[nH]c2ccccc2c1/C=C/C(=O)c1ccncc1,6%,14%[9.22 µM],67%[activator],x,4µM*,x,-5%
c1ccc(-c2ccccn2)nc1,3%,8%,0%&10%,-4%[15.4 µM],5%[1.9 µM],-2%&11%,-4%&-15%
CCCCC(C(=O)O)C(C)CC(=O)NNC(=O)c1ccco1 (stereo not drawn),4%,-14%[9.22 µM],9%,12%,-40%[10 µM],20%,3%
CCOC(=O)c1sc(NC(=O)CSc2nncs2)c(C(=O)OCC)c1C,-15%,15%,206%[activator],u,-18%,0%[38.3 µM],-2%
CN(C)c1ccc(P(=O)(OC2CCCCC2)C(O)c2ccncc2)cc1 (stereo not drawn),25%,16%[9.22 µM],2%,x,31%[10 µM],x,-5%
CCCCc1ccc(NC(=O)N[C@H](C(=O)O)C(C)C)cc1,4%,-13%,2%,u,6%[10 µM],-3%,0%
O=c1c(-c2ccccc2)nc(-c2ccccc2)cn1O,-6%,-5%,x,4%,-29%,x,-15%
CC(=O)c1ccc(NC(=S)N2CCC(O)CC2)cc1,10%,u,x,2%,2%[10 µM],x,-6%
Cc1cc(NC(=O)COC(=O)[C@H](Cc2c[nH]c3ccccc23)NC(=O)c2ccc(F)cc2)no1,-1%,-2%,-5%,-3%,-17%,15%[38.3 µM],-4%

# Entries of single compounds from above.
# c1ccc(-c2ccccn2)nc1 as listed: GAA glycogen = 3%; HttQ103 aggreg = 8%; RGS12 GoLoco inh = 0%&10%; GAA inhib = -4%[15.4 µM]; HTT ATP protect = 5%[1.9 µM]; IMPase Li inh = -2%&11%; aGlu spleen mod = -4%&-15%
# CCCCc1ccc(NC(=O)N[C@H](C(=O)O)C(C)C)cc1 as listed: GAA glycogen = 4%; HttQ103 aggreg = -13%; RGS12 GoLoco inh = 2%; GAA inhib = u; HTT ATP protect = 6%[10 µM]; IMPase Li inh = -3%; aGlu spleen mod = 0%

# (next part)
SMILES,GAA glycogen,HttQ103 aggreg,RGS12 GoLoco inh,GAA inhib,HTT ATP protect,IMPase Li inh,aGlu spleen mod
COc1cc(-n2c(=O)c3ccccc3n(Cc3cc(=O)n4ccccc4n3)c2=O)cc(OC)c1OC,-2%,6%,-6%,1%,2%[10 µM],-3%,-14%
Cc1cn(S(=O)(=O)c2ccccc2[N+](=O)[O-])cn1,-8%,-4%[9.22 µM],17%,-21%,-6%[10 µM],-2%,-7%
CCC1C=C(c2ccccc2)C=CN=C1N(CC)CC (stereo not drawn),4%,-8%,-2%,-7%,x,18%,-6%
COC(=O)c1ccc(CSc2nnc(SCc3ccc(C(=O)OC)o3)s2)o1,3%,8%,0%,-11%,-17%[10 µM],21%[38.3 µM],0%
O=C(/C=C/c1ccc([N+](=O)[O-])cc1)NCC1CCCO1 (stereo not drawn),7%,-4%,14%,9%,-11%,9%[38.3 µM],-5%
CC(=O)c1cccc(NC(=O)NC(C)C2CCCO2)c1 (stereo not drawn),-5%,-11%,6%,-3%,-6%,13%[38.3 µM],-2%
COc1ccc(CCNc2oc(COc3ccccc3)nc2C#N)cc1,-9%,-18%,10%,-6%,u,12%[38.3 µM],-3%
CCOC(=O)C1=C(C)N(c2ccccc2)C(=O)/C1=C\c1ccco1,1%,7%,5%,-2%,-8%[10 µM],9%,-3%
O=S(=O)([N-]c1nc2ccccc2nc1-[n+]1ccccc1)c1ccccc1,2%,-5%,2%,1%,10%[10 µM],-6%,-3%
Cc1ccccc1NC(=O)C1(C)Cc2ccccc2C(=O)O1 (stereo not drawn),1%,-1%,-4%,-4%[15.4 µM],12%[10 µM],4%,3%
CCCCCCNC(=O)CC(NS(=O)(=O)c1ccc(OC)cc1)C(C)C (stereo not drawn),7%,1%,7%,-5%,x,1%,-1%
